# Screening results: PubChem BioAssay, Broad Institute
# XiGFP reactiv: X-chromosome reactivation activator; AID 743238; XiGFP mouse fibroblasts, % GFP-positive cells imaging, 3 d; cells co-treated with 5-aza-dC sensitizer; scaled so ellipticine positive control = 100%; activation, % at 7.58 µM; actives 0.055% (n = 360,000);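 active means mean normalized replicate activation at least 10% and every replicate at or above 10%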;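 further: 0% = median of on-plate neutral control wells and 100% = ellipticine 6 µM median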
#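 Material: XiGFP fibroblasts, SV40-immortalized; Buffer or medium: DMEM containing 5-aza-dC; Compound dosing: single point; Times: 3 days compound exposure.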
# GSIS activator: GLuc luminescence reporter in INS-1E cells, primary screen for activators of glucose-dependent secretion of insulin; AID 743287; activation, % at 16.6 µM; actives 0.61% (n = 370,000); INS-1E GLuc reporter insulin secretion, 2-3 h;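 active means lowest replicate activation of at least 40%, so every replicate reaches that level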;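 further: 0% = median of neutral control wells and 100% = median of IBMX positive control wells; some compounds called inactive have numbers as strong as hits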
# Active calls of the source: *; & = joins results of further samples. A portion of the library; the hit share may differ from the screen's.
SMILES,XiGFP reactiv,GSIS activator
CCCC(=O)N1CCC2(CC1)CN(C(=O)CN1CCOCC1)[C@@H](CO)c1c2c2ccc(OC)cc2n1C,0.4,-9
CC(C)NC(=O)Nc1ccc(Br)cc1Cl,0.0,4
Cc1ccccc1Oc1cc(NC(=O)CCCn2nc(C)c([N+](=O)[O-])c2C)cc([N+](=O)[O-])c1,0.2,-22
C[C@H]1COCn2nncc2CC[C@@H](Cc2ccc(-c3ccccc3)cc2)C(=O)N1,0.2,1
COCC#Cc1ccc([C@@H]2[C@H]3CN(C(=O)Nc4cc(F)ccc4F)CC(=O)N3[C@H]2CO)cc1,0.3,4
COc1ccc2c3c(n(C)c2c1)[C@@H](CO)N(C(=O)Nc1ccc(F)cc1)CC31CN(S(=O)(=O)c2cn(C)cn2)C1,0.0,-3
COc1cc(CN2CC3(CN(C(C)=O)C3)c3c([nH]c4cc(OC)ccc34)[C@@H]2CO)cc(OC)c1,0.3,14
Cc1ccccc1S(=O)(=O)N1[C@H](C#N)[C@@H](c2ccccc2-c2cccc(F)c2)[C@@H]1CO,0.1,3
O=S(=O)(c1cccc(F)c1)N1CC[C@H]2[C@H](CO)Nc3ccc(C#Cc4cccc(F)c4)cc3[C@H]21,0.5,-8
Cc1cc2nc3c(=O)n(C4CCCCC4)c(=O)[nH]c3nc2cc1N,0.0,11
C[C@@H]1CN([C@H](C)CO)C(=O)c2ccccc2-c2ccccc2CO[C@@H]1CN(C)C(=O)[C@H](C)c1ccccc1,-0.4,1
CC(=O)N(C)C[C@@H]1Oc2ccc(N)cc2CC(=O)N(C)C[C@H]1C,0.2,-4
C[C@@H]1COCn2nncc2CC[C@@H](Cc2ccccc2)C(=O)N1,-0.1,12
C[C@@H]1COCc2cn(nn2)CC[C@H](Cc2ccccc2)C(=O)N1,0.0,16
CCc1ccc(-c2csc(NC(=O)C3=NN(c4ccccc4)C(=O)CC3)n2)cc1,0.0,-24
C[C@@H]1CN([C@@H](C)CO)C(=O)c2ccccc2-c2ccccc2CO[C@@H]1CN(C)C(=O)Cc1ccccc1,0.7,-1
CC(C)[C@@H]1C(=O)NCCC=CC[C@H](C)Oc2ccccc2C(=O)N1C (mixture of isomers),0.1,6
CCCN(CCC)CCCNC(=S)Nc1ccc2nc3n(c(=O)c2c1)CCCCC3,-0.1,4
CN(C)CC(=O)N1[C@H](C#N)[C@H](c2ccccc2-c2ccc(C(=O)N(C)C)cc2)[C@H]1CO,0.0,-5
C/C(=N\NC(=O)c1ccncc1)c1cc2ccccc2oc1=O,0.0,-10
COc1ccc(Nc2c3c(nc4c(-c5ccccc5)c(C)nn24)CCC3)cc1,0.2,-9
COCC(=O)N1C[C@@H](C)[C@H](OC)CN(C)C(=O)c2ccc(NC(=O)c3cnccn3)cc2OC[C@H]1C,-0.1,-1
CCC1CCCCN1S(=O)(=O)c1ccc(S(=O)(=O)N(Cc2ccccn2)CC2CCCO2)cc1 (stereo unspecified),-0.1,-22
CCCC(=O)N1CC2(CCN(C)CC2)c2c(n(C)c3cc(OC)ccc23)[C@H]1CO,0.3,8
O=C1C[C@H](c2ccccc2)C(=O)N[C@@H](c2ccc(F)cc2)C/C=C\CCN1,0.1,8
C[C@H]1CC(=O)N[C@H](c2ccccc2)C/C=C\C[C@@H](c2ccc3c(c2)OCO3)NC1=O,0.0,1
COc1ccc(C[C@H]2CCn3cc(nn3)COCCNC2=O)cc1,0.0,9
CCCNC(=O)N1CC2(CN(C)C2)c2c(n(C)c3cc(OC)ccc23)[C@@H]1CO,0.4,12
Cc1nn(CC(=O)Nc2ccc(N(C)C)cc2)c(C)c1[N+](=O)[O-],0.0,2
C[C@@H]1CN([C@@H](C)CO)C(=O)c2cc(NC(=O)Cn3cnnn3)ccc2O[C@H]1CN(C)Cc1ccc2c(c1)OCO2,0.1,7

# Record cards, from the list above. Values in the order: XiGFP reactiv	GSIS activator
# Profile of Cc1ccccc1S(=O)(=O)N1[C@H](C#N)[C@@H](c2ccccc2-c2cccc(F)c2)[C@@H]1CO = 0.1	3
# Profile of CN(C)CC(=O)N1[C@H](C#N)[C@H](c2ccccc2-c2ccc(C(=O)N(C)C)cc2)[C@H]1CO = 0.0	-5
# Profile of CCc1ccc(-c2csc(NC(=O)C3=NN(c4ccccc4)C(=O)CC3)n2)cc1 = 0.0	-24
# Profile of O=S(=O)(c1cccc(F)c1)N1CC[C@H]2[C@H](CO)Nc3ccc(C#Cc4cccc(F)c4)cc3[C@H]21 = 0.5	-8

# Carrying on.
SMILES,XiGFP reactiv,GSIS activator
O=C1C[C@@H](c2ccccc2)C(=O)N[C@H](c2ccccc2)C/C=C\C[C@@H](c2ccccc2)N1,0.0,9
CNC[C@H]1Oc2ccc(NC(=O)NC(C)C)cc2CC(=O)N(C)C[C@H]1C,-0.1,19
N#Cc1c(NC(=S)NC(=O)C2CCCC2)sc2c1CCCCC2,0.0,-25
C[C@@H]1CN(C)C(=O)Cc2ccccc2O[C@@H]1CN(C)C,0.2,5
COc1ccc2c3c([nH]c2c1)[C@H](CO)N(C(=O)Nc1ccc(F)cc1)CC31CCN(Cc2nccs2)CC1,0.4,-15
C[C@H]1CC(=O)NCC/C=C\C[C@H](c2cccc(Cl)c2)NC1=O,0.1,9
O=C(O)C[C@@H]1C[C@@H]2c3cc(NC(=O)C4CCOCC4)ccc3O[C@@H]2[C@@H](CO)O1,0.1,-4
CC(=O)Nc1cccc2c1O[C@@H](CN(C)C(=O)NC(C)C)[C@H](C)CN(C)C2=O,0.1,1
CC[C@@H]1C/C=C\CCNC(=O)C[C@H](c2ccccc2)C(=O)N1,0.0,1
COC(=O)C[C@H]1C[C@H]2c3cc(NC(=O)Nc4ccc(OC)cc4)ccc3O[C@H]2[C@@H](CO)O1,0.0,13
CNC[C@@H]1Oc2ccccc2C(=O)N(C)C[C@@H]1C,0.4,14
COc1ccc(C/C(C)=N/NC(=O)C2COc3ccccc3O2)cc1 (stereo unspecified),0.0,1
FC(F)(F)CN1C[C@@H]2C(c3ccc(Br)cc3)[C@H](C1)N2CC(F)(F)F (stereo partly specified),0.2,-9
COc1ccc(N2CCC(CNC(=S)Nc3cccc(OC)c3)C2)cc1 (stereo unspecified),0.1,-10
Cc1noc(C)c1S(=O)(=O)N1[C@@H]2CNC[C@H]1C2c1ccc(-c2cccc(F)c2)cc1 (stereo partly specified),0.0,-7

# Structures above containing an NH in an aromatic ring:
SMILES,XiGFP reactiv,GSIS activator
COc1cc(CN2CC3(CN(C(C)=O)C3)c3c([nH]c4cc(OC)ccc34)[C@@H]2CO)cc(OC)c1,0.3,14
Cc1cc2nc3c(=O)n(C4CCCCC4)c(=O)[nH]c3nc2cc1N,0.0,11
COc1ccc2c3c([nH]c2c1)[C@H](CO)N(C(=O)Nc1ccc(F)cc1)CC31CCN(Cc2nccs2)CC1,0.4,-15

# Additional records follow.
SMILES,XiGFP reactiv,GSIS activator
N#C[C@@H]1[C@H](c2ccccc2-c2cccc(F)c2)[C@@H](CO)N1C(=O)NC1CCCCC1,0.0,-19
CCCC#Cc1ccc([C@H]2[C@H]3CN(C(=O)Nc4cc(F)ccc4F)CC(=O)N3[C@H]2CO)cc1,0.3,7
CNC[C@@H]1Oc2ccccc2CC(=O)N(C)C[C@@H]1C,0.2,-2
C[C@@H]1CN(C)C(=O)Cc2cc(N(C)C)ccc2O[C@H]1CN(C)S(C)(=O)=O,0.3,4
CCN(CC)S(=O)(=O)c1ccc(C(=O)Nc2nnc(-c3ccco3)o2)cc1,0.0,6
COc1ccc2c3c([nH]c2c1)[C@@H](CO)N(Cc1ccccc1OC)CC31CCN(C)CC1,0.3,10
O=C1Nc2ccccc2Oc2cc([N+](=O)[O-])cc(Oc3ccccc3)c21,0.1,-2
O=C(C1CC1)N1C[C@@H]2[C@H](c3ccccc31)[C@@H](CO)N2C(=O)c1ccccc1F,0.3,18
CC(C)NC(=O)N(C)C[C@H]1Oc2ccc(N)cc2C(=O)N(C)C[C@H]1C,0.4,6
CNC[C@@H]1Oc2ncccc2C(=O)N(C)C[C@H]1C,0.2,-7
Cc1ccccc1Nc1c(-c2ccncc2)nc2ccc(Br)cn12,-0.1,-23
CNC[C@H]1Oc2cc(C#CC3CCCCC3)ccc2S(=O)(=O)N([C@@H](C)CO)C[C@@H]1C,0.9,22
CCCNC(=O)N1CC2(CN(C(=O)CCC)C2)c2c(n(C)c3cc(OC)ccc23)[C@H]1CO,0.1,7
CC(=O)c1nn(-c2ccc(Br)cc2)cc1C(=O)c1ccccc1,0.1,54*
Cc1noc(C)c1NC(=O)N(C)C[C@H]1OCc2ccccc2-c2ccccc2C(=O)N([C@@H](C)CO)C[C@H]1C,0.7,10

# Molecules listed so far containing a cyano group, in the order listed:
SMILES,XiGFP reactiv,GSIS activator
Cc1ccccc1S(=O)(=O)N1[C@H](C#N)[C@@H](c2ccccc2-c2cccc(F)c2)[C@@H]1CO,0.1,3
CN(C)CC(=O)N1[C@H](C#N)[C@H](c2ccccc2-c2ccc(C(=O)N(C)C)cc2)[C@H]1CO,0.0,-5
N#Cc1c(NC(=S)NC(=O)C2CCCC2)sc2c1CCCCC2,0.0,-25
N#C[C@@H]1[C@H](c2ccccc2-c2cccc(F)c2)[C@@H](CO)N1C(=O)NC1CCCCC1,0.0,-19

# (list continues)
SMILES,XiGFP reactiv,GSIS activator
C[C@@H]1CN([C@@H](C)CO)C(=O)c2ccccc2-c2ccccc2CO[C@@H]1CN(C)Cc1ccc(F)cc1,0.2,-16
Cc1noc(C)c1S(=O)(=O)N(C)C[C@H]1OCCCC[C@H](C)Oc2ccc(NC(=O)NC3CCCCC3)cc2C(=O)N([C@H](C)CO)C[C@H]1C,-0.1,7
CNC[C@H]1Oc2ccc(NC(C)=O)cc2CC(=O)N(C)C[C@@H]1C,0.1,11
CC(C)[C@@H]1COCc2cn(nn2)CC[C@@H](Cc2ccc(Cl)cc2)C(=O)N1,0.0,1
CCCN1[C@H](CO)[C@H](c2ccc(-c3ccccc3F)cc2)[C@@H]1CNC(=O)C1CCC1,0.3,20
Cc1ccc(S(=O)(=O)N(C)C[C@H]2Oc3ccc(NS(C)(=O)=O)cc3CC(=O)N([C@H](C)CO)C[C@@H]2C)cc1,0.1,15
C[C@@H]1C(=O)N[C@@H](c2cccc(Cl)c2)CC=CC[C@H](C)Oc2ccccc2C(=O)N1C (mixture of isomers),0.2,4
CCCNC(=O)N1CC2(C1)[C@@H](c1ccccc1)[C@H](CO)N2CC1CCOCC1,0.0,-2
CC(C)OC(=O)N(C)C[C@H]1OCc2ccccc2-c2ccccc2C(=O)N([C@@H](C)CO)C[C@H]1C,0.4,-6
CCS(=O)(=O)N1CC(=O)N2[C@H](CO)[C@@H](c3ccc(-c4ccccc4C)cc3)[C@@H]2C1,0.5,3
Cc1cc(N=Cc2c(O)n(-c3ccc(C)c(C)c3)c(=O)c3ccccc23)no1,0.3,-6
CCC(=O)N(C[C@@H]1N[C@H](CO)[C@@H]1c1ccc(C#C[C@@H](C)O)cc1)C1CCCCC1,0.4,-4
CC(=O)N(C)C[C@@H]1Oc2ncccc2C(=O)N(C)C[C@@H]1C,0.1,-1
O=C1CCCCn2cc(nn2)COC[C@@H](Cc2ccccc2)N1,0.2,2
CC[C@H]1CC=CC[C@H](C)Oc2ccccc2C(=O)N(C)[C@@H](C)C(=O)N1 (mixture of isomers),0.2,7
CC(C)NC(=O)N(C)C[C@H]1Oc2c(NS(C)(=O)=O)cccc2C(=O)N(C)C[C@@H]1C,0.3,16
C[C@H]1COCc2cn(nn2)CC[C@@H](Cc2ccccc2)C(=O)N1,0.1,1
CC(=O)N1C[C@@H]2C(c3ccc(Br)cc3)[C@H](C1)N2C(C)=O (stereo partly specified),0.2&0.0,1&13
CCCNC(=O)N1CC[C@@H]2[C@@H](CO)N(C)c3ccc(C#Cc4ccccc4F)cc3[C@@H]21,0.6,-13
CC(=O)N1[C@@H]2CN(CC3CC3)C[C@H]1C2c1ccc(Br)cc1 (stereo partly specified),0.2,8
C[C@@H]1CC=CCCNC(=O)[C@@H](Cc2ccccc2)N(C)C(=O)c2ccccc2O1 (mixture of isomers),0.2,0
CC(C)(C)S(=O)N1Cc2cc(C(=O)O)nc(-c3cccc(C#CCC4CCCC4)c3)c2[C@@H]1CCO (stereo partly specified),-0.1,-16
COc1ccc([C@@H]2C/C=C\C[C@@H](c3ccc4c(c3)OCO4)NC(=O)[C@H](c3ccccc3)CC(=O)N2)c(OC)c1,0.3,2
CCC(=O)N1CC2(C1)CN(Cc1ccc(OC)cc1)[C@@H](CO)c1[nH]c3cc(OC)ccc3c12,0.4,25
O=C1N[C@H](c2ccccc2)COCc2cnnn2CC[C@H]1Cc1ccc(-c2ccccc2)cc1,0.1,-1
O=C1NCCCOCc2cn(nn2)CC[C@@H]1Cc1ccc(-c2ccccc2)cc1,0.2,10
CO[C@@H]1CN(C)C(=O)c2ccc(NC(C)=O)cc2OC[C@@H](C)N(Cc2ccncc2)C[C@@H]1C,0.4,3
CN1c2ccc(C#Cc3ccccc3)cc2[C@H]2[C@H](CCN2S(=O)(=O)c2ccccc2F)[C@H]1CO,0.0,-2
CC(C)NC(=O)N(C)C[C@H]1Oc2ccc(N(C)C)cc2CC(=O)N(C)C[C@@H]1C,0.3,0
CC(=O)Nc1ccc2c(c1)C(=O)N(C)C[C@H](C)[C@@H](CN(C)S(C)(=O)=O)O2,0.2,4
COc1ccc2c3c(n(C)c2c1)[C@H](CO)N(C(=O)c1ccncc1)CC31CCN(C)CC1,0.2,17
CCS(=O)(=O)N1CC(=O)N2[C@H](CO)[C@@H](c3ccc(-c4ccccc4C)cc3)[C@H]2C1,0.5,6
